# GLS inh – glutaminase GLS (human) inhibition; O94925; GLS enzymatic activity, qHTS titration; Potency, µM (series often up to 45.5 µM), inactives show at the top dose activity change, negative = inhibition, actives largely listed as inhibitors; 410,000 tested, 0.21% active; also: potency is read from the fitted curve at half-maximal effect; % is scaled to controls: 0 for no effect and ±100 for the full control effect
# Target sequence (O94925 whole entry, looked up): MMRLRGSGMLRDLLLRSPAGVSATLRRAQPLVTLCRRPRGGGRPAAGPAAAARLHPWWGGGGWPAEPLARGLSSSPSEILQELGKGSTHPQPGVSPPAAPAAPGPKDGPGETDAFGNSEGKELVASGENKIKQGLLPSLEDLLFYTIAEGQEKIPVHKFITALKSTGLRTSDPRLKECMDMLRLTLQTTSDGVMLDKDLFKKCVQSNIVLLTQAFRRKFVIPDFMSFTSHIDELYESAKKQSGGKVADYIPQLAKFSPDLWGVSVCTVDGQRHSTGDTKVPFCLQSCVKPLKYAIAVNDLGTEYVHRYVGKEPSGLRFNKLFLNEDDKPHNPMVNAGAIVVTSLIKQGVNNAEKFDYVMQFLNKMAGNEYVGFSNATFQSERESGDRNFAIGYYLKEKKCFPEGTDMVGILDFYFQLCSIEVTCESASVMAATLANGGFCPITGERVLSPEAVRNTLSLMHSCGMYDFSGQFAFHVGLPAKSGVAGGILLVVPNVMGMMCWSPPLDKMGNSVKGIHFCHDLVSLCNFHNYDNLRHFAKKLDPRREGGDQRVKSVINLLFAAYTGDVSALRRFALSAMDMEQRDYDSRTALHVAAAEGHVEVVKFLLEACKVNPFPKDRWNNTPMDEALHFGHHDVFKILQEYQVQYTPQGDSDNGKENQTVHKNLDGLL
#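 hKGA; 45 mM KH2PO4 pH 8.2 + 0.02% Tween-20; cpd via pin tool; 1 mM Gln soln; GluOx/HRP/Amplex Red; RT 30 min; fluor. t0 & final.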
# Pin1 inhibitor – inhibitors of human Pin1; Pin1 FP peptide displacement, HiFluor488, 10 min; 390,000 tested, 0.009% active; Q13526; AID 504891; Potency, µM (titrated, usually from 115 µM), inactives show at the top dose activity, negative = inhibition, hits mostly inhibitors; active = well fitted inhibition curve with a large enough effect in the polarisation, with a control signal flat, not every such curve was filed as active; inconclusive = small, poorly fitted or top-dose-only effect, or effect the other way, or a change in a side signal; inactive = no such curve, though single readings can be large or run the other way; the % refers to the polarisation; also: potency is read from the fitted curve at half-maximal effect; % is scaled to controls: 0 for no effect and ±100 for the full control effect
# Target sequence (Q13526 whole entry, looked up): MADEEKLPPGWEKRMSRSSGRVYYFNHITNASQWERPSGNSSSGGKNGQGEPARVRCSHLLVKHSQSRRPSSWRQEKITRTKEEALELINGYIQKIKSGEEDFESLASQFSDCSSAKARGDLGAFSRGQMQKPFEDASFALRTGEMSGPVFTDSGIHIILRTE
# TrxR1 inh – rat TrxR1 inhibition. O89049. 390,000 tested, 1% active. Potency, µM (top dose mostly 114 µM), without a hit: at the highest dose activity change, negative = inhibition, actives largely listed as inhibitors. recombinant rTrxR1, NADPH fluorescence consumption, selenite substrate; also: potency is read from the fitted curve at half-maximal effect; % is scaled to controls: 0 for no effect and ±100 for the full control effect; nearly all actives have a fitted effect of over 65% in size
#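 Rat TrxR1 (90 nM in the dispensed reagent) was pre-reduced with 400 uM NADPH for 5 min at room temperature, then incubated with compound for 15 min. After 400 uM selenite was added, NADPH fluorescence (Ex 340/Em 450 nm) was followed for 8 min.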
# TrxR1 substrate – is turned over as a substrate by rat TrxR1; AID 588456; 390,000 tested, 0.01% active; O89049; Potency, µM (doses to about 114 µM), for inactives: at the highest dose activity change, negative = substrate turnover; purified TrxR1 substrate turnover, NADPH consumption readout; also: potency is read from the fitted curve at half-maximal effect; % is scaled to controls: 0 for no effect and ±100 for the full control effect; nearly all actives have a fitted effect of over 50% in size
#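 Rat TrxR1, dispensed at 90 nM, was prereduced with 400 uM NADPH (final) for 5 min at ~22 deg C, then incubated with compound 15 min before 400 uM selenite. A first-read NADPH fluorescence drop versus no-compound background flagged substrates.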
# Tb PGK inh – T. brucei PGK inhibition | P07378 | AID 602233 | 380,000 tested, 0.043% active | Potency, µM (series often up to 57.5 µM), for inactives: at the top dose activity change, negative = inhibition, usual class: inhibitors | PGK/GAPDH coupled, Kinase-Glo luminescence, 60 min; also: potency is read from the fitted curve at half-maximal effect; % is scaled to controls: 0 for no effect and ±100 for the full control effect; nearly all actives have a fitted effect of over 60% in size
#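 Recombinant glycosomal PGK reaction used 1,3-bisphosphoglycerate generated in-well by GAPDH (100nM final) in 100mM TEA pH 7.6, 5mM MgCl2, 0.01% Tween-20. After 60 minutes at room temperature, ATP was read by Kinase-Glo Plus luminescence end-point.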
# HP1b chromo inh – blocks HP1-beta chromodomain binding to methylated histone tails; AlphaScreen HP1-beta / biotin-H3K9me3 peptide binding; 390,000 tested, 0.56% active; AID 540317; P83916; Potency, µM (highest dose often 114 µM), for the others: at the highest dose activity change, negative = inhibition, actives largely listed as inhibitors; also: potency is read from the fitted curve at half-maximal effect; nearly all actives have a fitted effect of over 70% in size; inactives centre near 23
# Target sequence (P83916 whole entry, looked up): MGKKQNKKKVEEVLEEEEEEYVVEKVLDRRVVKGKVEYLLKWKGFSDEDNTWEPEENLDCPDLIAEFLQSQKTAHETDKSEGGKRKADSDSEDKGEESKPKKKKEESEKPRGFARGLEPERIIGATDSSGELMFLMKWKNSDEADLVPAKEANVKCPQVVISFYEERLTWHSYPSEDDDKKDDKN
#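 Compound inhibition of the preformed complex between 50 nM HP1-beta and 50 nM biotinylated H3K9me3 peptide was read by AlphaScreen. Buffer was PBS pH 7.4 with 0.01% Tween-20. Incubations ran 30 min at room temperature, with 10 ug/mL donor/acceptor beads.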
# PI4K2A inh – inhibitors of human PI4K2A | activity change, negative = inhibition, % at 76.9 µM | 420,000 tested, 0.13% active | purified PI4K2A, ADP-Glo luminescence, 1 h; hits give low values; in the data active = activity change below about -50%; inconclusive = mostly about -30% to -49%;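 also: -100% = wells without enzyme as full effect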
#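 ADP-Glo luminescence measured ADP generated by PI4K2A enzyme (4 ug/mL before mixing) with 1.2 mM PI substrate (pre-mix) and 300 microM ATP (pre-mix). Tris pH7.5 buffer with MgCl2, Triton X-100; 1 h reaction at ambient temperature.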
# USP1 inh – blocks the human USP1/UAF1 deubiquitinase complex. O94782. recombinant USP1/UAF1, Ub-Rhodamine cleavage fluorescence. Potency, µM (series often up to 57.1 µM), for the others: top-dose activity change, negative = inhibition, actives largely listed as inhibitors. 390,000 tested, 0.23% active. AID 743255; also: potency is read from the fitted curve at half-maximal effect; % is scaled to controls: 0 for no effect and ±100 for the full control effect; nearly all actives have a fitted effect of over 60% in size; inactives centre near -12
#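 USP1/UAF1 complex at 1 nM was preincubated with compound for 15 min at room temperature, then Ub-Rho substrate (150nM final) was added. Fluorescence (480/540 nm) was read kinetically, 6 reads every 60 seconds.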
# IDH1 R132H inh – blocks human mutant IDH1 R132H enzyme; O75874; IDH1-R132H enzyme, NADPH consumption, diaphorase/resazurin fluorescence; Potency, µM (top dose mostly 76.6 µM), without a hit: at the top dose activity change, negative = inhibition, actives largely listed as inhibitors; 390,000 tested, 0.093% active; AID 602179; also: potency is read from the fitted curve at half-maximal effect; % is scaled to controls: 0 for no effect and ±100 for the full control effect; nearly all actives have a fitted effect of over 65% in size
#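 IDH1-R132H (0.5 ug/mL dispensed) in pH 7.5 Tris buffer was preincubated 30 min with compound, then given a substrate mix of 0.016 mM NADPH and 2 mM alpha-KG for 80 min at room temperature; remaining NADPH was read by diaphorase/resazurin fluorescence.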
# The depositor's hits bear a star; i = inactive; ? = inconclusive; / = no result given; [ ] = dose if it differs, or a comment. Unless noted, calls follow the shape of the dose curve; as a rule, active = well fitted curve in the direction sought with a large enough effect; inconclusive = small, poorly fitted or top-dose-only effect, or another doubt; inactive = no such curve, though single readings can be large; an effect the other way counts as inactive or inconclusive.
GLS inh	Pin1 inhibitor	TrxR1 inh	TrxR1 substrate	Tb PGK inh	HP1b chromo inh	PI4K2A inh	USP1 inh	IDH1 R132H inh	structure
-7%	-3%	14%	5%	-5%	94%[activator]	-2	-22%	10%	CCCCn1c(COc2cccc(OC)c2)nc2ccccc21
9%	2%	-11%	-3%	-8%	43%[activator]	-4	-13%	36%[activator]	COc1ccc(N2CCN(C(=O)Cn3ncc4c3-c3cc(C)ccc3OC4)CC2)cc1
0%	/	/	/	-5%	/	6	-6%	14%	CC(=O)c1cccc(NC(=O)c2cc(S(=O)(=O)N3CCCCC3)ccc2N2CCOCC2)c1
-7%	11%	28%	0%	-1%	37%	5	-7%	-3%	COc1cccc(CNc2nc3ccc(C)cc3n3cnnc23)c1
9%	-8%	?	-9%	-9%	3.2µM*	-3	?	4%	O=[N+]([O-])c1ccc(CN2CCCCCC2)s1
-3%	2%	-12%	-18%	-4%	36%	-3	-5%	-2%	COc1ccc(-c2cc(CNC(=O)CN(C)Cc3ccccc3)on2)cc1
7%	?	6%	8%	i	17%	0	-3%	2%	Cc1cccc(C)c1Nc1nnc(SCc2nc3ccccc3c(=O)[nH]2)s1
-3%	-2%	30%	2%	-2%	34%	-1	-22%	-9%	CCCn1c(N)c(C(=O)CSc2nnc(C3CC3)n2-c2ccccc2)c(=O)[nH]c1=O
-3%	-9%	-3%	-6%	-10%	27%	6	-16%	12%	Cc1ccc(S(=O)(=O)N2CCN(C(=O)C3CSC4(C)CCC(=O)N34)CC2)cc1C (centres undefined)
-7%	-2%	2%	-7%[57.1 µM]	8%	-14%	1	-24%	-3%	Nc1ccc2ccccc2c1[N+](=O)[O-]
-6%	1%	9%[57.1 µM]	-7%[57.1 µM]	-1%	34%	-2	-10%	3%	O=S(=O)(Nc1ccc(F)cc1)c1cccc2nsnc12
-3%	-13%	9%	-8%	i	8%	4	-2%	6%	CC(=O)c1ccc(CCCC(=O)O)cc1
/	0%	-19%	-14%	-15%	-38%	-3	-8%	2%	COc1ccc(-c2cc(C(F)(F)F)c3c(=O)n(-c4ccccc4)[nH]c3n2)cc1
1%	1%	7%	-6%	-6%	11%	-1	4%	-4%	COc1ccc(C(=O)c2c3ccc([N+](=O)[O-])cc3[n+]([O-])n2CCCC(N)=O)cc1
13%	17%	14%	-4%	-7%	31%	0	-3%	0%	COc1ccc(Cn2c(=O)c3ccccc3n3c(-c4ccc(C)cc4)nnc23)cc1
5%	14%	5%[57.1 µM]	-1%[57.1 µM]	i	25%	1	-25%	11%	O=C(O)COc1ccccc1/C=C1\SC(=O)N(Cc2ccc(F)cc2)C1=O
?	-3%	12%	-1%	9%	?	-1	-21%	7%	CS(=O)(=O)N(CC(=O)NCc1ccc2c(c1)OCO2)Cc1ccccc1
0%	4%	10%[57.1 µM]	-5%[57.1 µM]	i	21%	-1	-11%	1%	COc1ccc(/C=C/C(=O)NCCCn2ccnc2)cc1
0%	1%	29%	3%	-4%	85%[activator]	-3	-7%	7%	CCOC(=O)C1=CN(Cc2cccc(I)c2)S(=O)(=O)N(C)C1C (centres undefined)
22%	-18%	8%[57.1 µM]	6%[57.1 µM]	-4%	-21%	9	?	-8%	S=c1[nH]nc(CSCc2ccccc2Cl)n1C1CCCCC1
4%	-16%	35%[57.1 µM]	11%[57.1 µM]	-2%	14%	-6	-12%	16%	O=C(CN(Cc1ccco1)S(=O)(=O)c1ccccc1)N/N=C/c1ccccc1C(=O)O
-10%	0%	?	-1%	-4%	18%[57 µM]	-3	-11%	10%	COCCNC(=S)NC(=O)c1ccc(C(C)(C)C)cc1
-3%	-1%	16%	6%	-6%	21%	-2	-3%	-5%	CC1CCCCC1NC(=O)CCn1c(=O)oc2ccccc21 (centres undefined)
6%	2%	4%	-7%	3%	14%	-1	-4%	1%	COc1ccc(NC(=O)C(=O)NCCC2CCCCN2S(=O)(=O)c2ccccc2)cc1 (centres undefined)
0%	2%	11%[57.1 µM]	9%[57.1 µM]	i	22%	-21	-15%	19%	Cc1c(Cl)cccc1NC(=O)N1CCCC1
8%	-2%	14%	7%[57.1 µM]	6%	27%	2	-2%	-12%	O=C(/C=C/c1ccccc1[N+](=O)[O-])NCc1ccccc1Cl
-11%	21%	24%[57.1 µM]	-2%[57.1 µM]	-11%	-6%	9	-15%	4%	O=c1[nH]c(CSc2nnc(Nc3ccccc3)s2)nc2ccccc12
17%	-3%	13%	5%	10%	66%[activator]	6	-9%	4%	O=C(O)c1cc2ccccc2n1-c1ccccc1
5%	-1%	18%[57.1 µM]	1%	i	34%[activator]	-3	-10%	-4%	COc1ccc(Cn2cnc([N+](=O)[O-])c2)cc1[N+](=O)[O-]
2%	7%	14%	6%	i	49%[activator]	-4	-10%	10%	CN1CC(=O)N(CC(=O)Nc2ccc(F)cc2)c2ccccc2C1=O
0%	37%[activator]	23%	3%	-1%	65%[activator]	-2	-32%	8%	COc1ccc(CCNC(=O)c2ccc3c(Cl)c4c(nc3c2)CCCC4)c(OC)c1
3%	4%	11%	-6%	i	21%	-7	-21%	0%	CCc1ccc(-c2cc(C)no2)cc1S(=O)(=O)N1CCN(c2ccc(OC)cc2)CC1
4%	12%	-13%[57.1 µM]	-10%[57.1 µM]	1%	12%[57 µM]	2	-1%	1%	CCn1ccc2cc(S(=O)(=O)N3CCC(C(=O)NCc4ccc(OC)cc4)CC3)ccc21
-11%	9%	-7%	-6%	5%	33%	-1	2%	0%	COc1cccc(N2CCN(CC(=O)NC(C)c3ccccc3)CC2)c1 (centres undefined)
-8%	5%	17%	-2%	/	56%[activator]	1	-23%	12%	Cc1ccc(CNc2ncnc3cc(Cl)ccc23)cc1
27%	5%	-22%	-9%	3%	?	0	-12%	-17%	O=C(c1cccs1)N1N=C(c2ccccc2)CC1c1ccc(O)cc1 (centres undefined)
-4%	-1%	8%[57.1 µM]	7%[57.1 µM]	i	24%	1	-13%	6%	CCn1c(C(C)NC(=O)c2ccc(OC)c(OC)c2)nc2ccccc21 (centres undefined)
-1%	-1%	34%[57.1 µM]	-5%[57.1 µM]	i	32%	-1	-10%	4%	O=C(NCc1ccncc1)c1nc(-c2cccs2)no1
8%	-8%	11%	3%	-8%	19%	-3	-15%	-4%	CCCCN(CC)C(=O)CCn1c(=O)c2cccn2c2cccnc21
9%	-1%	15%[57.1 µM]	7%[57.1 µM]	7%	5%	7	-5%	-2%	O=C(Cn1[nH]c(=O)c2ccccc2c1=O)Nc1cccc(S(=O)(=O)N2CCCCCC2)c1
-10%	-2%	5%[57.1 µM]	7%[57.1 µM]	-2%	57%[activator]	-10	-9%	9%	CCOC(=O)CN1CC23C=CC(O2)C(C(=O)NCc2ccc(F)cc2)C3C1=O (centres undefined)
14%	-3%	10%	-7%	-1%	19%	0	5%	4%	Cc1ccc(-n2c(=O)c3c(cnn3C)n(CC(=O)Nc3cccc(C)c3)c2=O)cc1
2%	6%	-1%	-5%	1%	40%[activator]	0	-4%	-1%	Cc1nn(CC(=O)N(C)C2(C#N)CCCCC2)c(C)c1[N+](=O)[O-]
5%	2%	-4%	8%	i	25%	-6	-6%	7%	Cc1c(C#N)c(N)nc2c3c(sc12)NC(=O)CC3c1ccc(F)cc1 (centres undefined)
21%	-1%	4%	1%	-3%	44%[activator]	-3	-10%	0%	O=C(O)C(Cc1ccccc1N(CCO)CCO)N1C(=O)c2ccccc2C1=O (centres undefined)
1%	3%	2%	-1%	i	29%	1	-13%	10%	CC(=O)Nc1ccc(NC(=O)CSc2nnc(C3CC3)n2C)cc1
-6%	-15%	14%[57.1 µM]	3%[57.1 µM]	-1%	40%[activator]	-3	-8%	6%	COC(=O)COc1ccc(S(=O)(=O)NCCC2=CCCCC2)cc1C
5%	?	?	?	-2%	9%	-3	?	-2%	Cn1cccc1/C=C1/SC(=S)N(CC(=O)O)C1=O
27%	-1%	32%[57.1 µM]	3%[57.1 µM]	i	-2%	-6	-18%	-12%	O=C(NNc1ccccc1Br)C(O)(c1cccc(C(F)(F)F)c1)c1cccc(C(F)(F)F)c1
3%	-1%	9%	2%	-3%	14%	-2	-13%	-5%	CCOc1ccc(N(CC)S(=O)(=O)c2ccc3c(c2)n(C)c(=O)c(=O)n3C)cc1
6%	-7%	24%	8%	-8%	?	-3	-23%	1%	Cn1c(COc2cccc3cccnc23)nnc1SCC(=O)O
-5%	-1%	5%	-5%	-1%	31%	4	-10%	-4%	CCc1cc(C(=O)Nc2cnn(Cc3ccccc3C)c2)no1
4%	0%	-6%	-7%	-13%	22%	0	-24%	19%	COc1ccc(C(=O)Nc2sc3c(c2C(=O)O)CC(C)(C)OC3)cc1

# Of the compounds above, these have a CF3 group.
GLS inh	Pin1 inhibitor	TrxR1 inh	TrxR1 substrate	Tb PGK inh	HP1b chromo inh	PI4K2A inh	USP1 inh	IDH1 R132H inh	structure
/	0%	-19%	-14%	-15%	-38%	-3	-8%	2%	COc1ccc(-c2cc(C(F)(F)F)c3c(=O)n(-c4ccccc4)[nH]c3n2)cc1
27%	-1%	32%[57.1 µM]	3%[57.1 µM]	i	-2%	-6	-18%	-12%	O=C(NNc1ccccc1Br)C(O)(c1cccc(C(F)(F)F)c1)c1cccc(C(F)(F)F)c1

# Screening results deposited in PubChem by National Center for Advancing Translational Sciences (NCATS).

# An excerpt. The share of hits here may be higher or lower than overall.
